From PubChem BioAssay
IDH1 R132H inh – inhibitors of human IDH1 R132H. O75874. IDH1 R132H reductase, diaphorase/resazurin fluorescence, 60 min. inhibition, % at 10 µM. actives 0.18% (n = 70,000); in the data active means inhibition above about 34%;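 further: 0% = DMSO and 100% = no enzyme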
EZH2 inh – inhibitors of human EZH2/PRC2 methyltransferase; actives 0.35% (n = 57,000); inhibition, % at 12.5 µM; Q15910; PRC2 H3K27 methylation, DELFIA TRF, 1 h;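 active means mean inhibition of replicates at least 50% and every single replicate also reaching 50%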;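 further: dimethyl H3K27 on biotinylated H3 21-44 peptide detected by antibody; plate controls were median neutral control wells for no effect and median positive control wells for full effect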
Target sequence (Q15910 whole entry, looked up): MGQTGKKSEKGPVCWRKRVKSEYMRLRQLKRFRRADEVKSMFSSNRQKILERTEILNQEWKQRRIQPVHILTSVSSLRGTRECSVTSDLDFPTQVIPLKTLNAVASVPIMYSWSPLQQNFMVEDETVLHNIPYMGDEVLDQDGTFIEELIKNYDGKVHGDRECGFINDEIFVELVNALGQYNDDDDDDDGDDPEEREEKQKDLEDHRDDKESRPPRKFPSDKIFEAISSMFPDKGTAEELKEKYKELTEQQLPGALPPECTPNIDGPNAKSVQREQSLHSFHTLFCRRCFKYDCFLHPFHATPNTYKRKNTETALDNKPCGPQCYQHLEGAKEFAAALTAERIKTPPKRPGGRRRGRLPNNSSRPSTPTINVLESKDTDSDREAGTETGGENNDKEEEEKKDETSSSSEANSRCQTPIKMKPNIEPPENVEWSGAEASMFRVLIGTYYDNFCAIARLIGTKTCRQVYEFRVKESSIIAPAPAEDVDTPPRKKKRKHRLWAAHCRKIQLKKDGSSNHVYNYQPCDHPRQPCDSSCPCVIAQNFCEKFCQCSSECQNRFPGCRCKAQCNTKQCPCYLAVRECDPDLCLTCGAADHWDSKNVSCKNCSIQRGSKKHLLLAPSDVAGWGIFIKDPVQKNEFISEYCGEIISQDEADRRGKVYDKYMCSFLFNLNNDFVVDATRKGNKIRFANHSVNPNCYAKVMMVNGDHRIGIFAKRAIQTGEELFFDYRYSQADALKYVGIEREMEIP
An asterisk follows results filed as active; nt = no result given. An excerpt; rates above refer to the full screens.

SMILES	IDH1 R132H inh	EZH2 inh
C[C@@H]1CN([C@H](C)CO)C(=O)c2cc(NC(=O)Nc3ccccc3)ccc2O[C@H]1CN(C)C(=O)Nc1ccccc1	-1.1	4
COCCNC(=O)C[C@@H]1C=C[C@@H](NC(=O)NC2CCCCC2)[C@H](CO)O1	0.2	-7
CC(N=C(NC#N)Nc1ccncc1)C(C)(C)C (stereo not drawn)	2.1	nt
COc1ccc([Si](C)(C)[C@@H]2[C@@H](CCO)O[C@]3(C(=O)N(Cc4ccc(NC(=O)[C@H](C)O)cc4)c4ccccc43)[C@H]2C)cc1	nt	23
C[C@H]1CN([C@@H](C)CO)C(=O)c2cc(NC(=O)Nc3ccccc3)ccc2O[C@@H]1CN(C)C(=O)Nc1ccc(C(F)(F)F)cc1	-0.1	nt
O=C(CNS(=O)(=O)c1ccc(Cl)cc1)Nc1ccc(I)cc1	-0.3	-8
C[C@H]1CCCCO[C@H](CN(C)S(C)(=O)=O)[C@@H](C)CN([C@@H](C)CO)C(=O)c2cc(NC(=O)NC3CCCCC3)ccc2O1	2.8	nt
C[C@H](CO)N1C[C@H](C)[C@@H](CN(C)C)OCCCC[C@H](C)Oc2ccc(NC(=O)Nc3ccc(F)cc3)cc2C1=O	-0.6	10
O=C(O)CCCCCC(=O)N/N=C/CCC1CCCCC1	0.3	0
CCc1ccc(C(Nc2ccccn2)c2ccc3ccc(C)nc3c2O)cc1 (stereo not drawn)	0.0	6
COc1ccc(CN(C)C[C@@H]2Oc3c(NS(=O)(=O)c4ccc(C)cc4)cccc3C(=O)N([C@H](C)CO)C[C@@H]2C)cc1	-4.1	-11
CO[C@@H]1CN(C)C(=O)c2ccc(NS(=O)(=O)c3c(C)noc3C)cc2OC[C@H](C)NC[C@@H]1C	0.2	0
CCCN1C[C@H](C)[C@H](OC)CN(C)C(=O)c2ccc(NC(=O)C3CCC3)cc2OC[C@H]1C	-0.3	-4
O=C(O)CCCc1nc2ccccc2s1	-0.5	-5
Cc1ccc(S(=O)(=O)N(C)C[C@@H]2OCCCC[C@@H](C)Oc3ccc(NC(=O)Nc4c(C)noc4C)cc3C(=O)N([C@H](C)CO)C[C@H]2C)cc1	-8.8	nt
CO[C@@H](CN(C)S(=O)(=O)c1cccc(Cl)c1)[C@@H](C)CN([C@@H](C)CO)S(=O)(=O)c1ccc(Cl)cc1	-0.2	35
COC(=O)CCCCCCC(=O)N/N=C/c1cc(Br)cc(Br)c1O	0.0	16
O=C(CCn1cnc2ccccc2c1=O)Nc1cccc(C(F)(F)F)c1	0.5	11
C[C@@H]1CN([C@H](C)CO)C(=O)c2cc(NC(=O)CCN3CCOCC3)ccc2O[C@H]1CN(C)Cc1ccc(C(F)(F)F)cc1	0.1	-9
CCn1cc(C(C)NC(=S)Nc2cccc([N+](=O)[O-])c2)c(C)n1 (stereo not drawn)	0.1	-13
C/C=C/c1cnc2c(c1)C(=O)N([C@H](C)CO)C[C@@H](C)[C@@H](CN(C)C(=O)C1CCC1)O2	-0.2	-5
C[C@@H]1CN([C@H](C)CO)C(=O)c2cccc(NC(=O)Nc3ccccc3)c2O[C@H]1CN(C)Cc1ccc(C(F)(F)F)cc1	3.9	-27
O=C(NCC[C@@H]1CC[C@H](NC(=O)c2ccc3c(c2)OCO3)[C@H](CO)O1)Nc1ccc(Cl)cc1	0.2	3
O=C(CSc1nnnn1-c1ccccc1Cl)Nc1ccc(Br)cc1	0.2	6
C[C@@H]1CN([C@@H](C)CO)C(=O)Cc2cc(NS(C)(=O)=O)ccc2O[C@H]1CN(C)C(=O)Nc1ccc(F)cc1	0.5	-6
O=C(CCSc1nc(-c2ccco2)cc(C(F)(F)F)n1)NCCc1ccccc1	-0.8	12
O=C(C[C@H]1CC[C@@H](NC(=O)Nc2ccc3c(c2)OCO3)[C@@H](CO)O1)NCc1ccccc1	0.0	-4
Cc1ccc(S(=O)(=O)Nc2ccc3c(c2)CC(=O)N([C@@H](C)CO)C[C@H](C)[C@H](CN(C)Cc2ccc(Oc4ccccc4)cc2)O3)cc1	0.0	nt
C[C@H](CO)N1C[C@H](C)[C@H](CN(C)Cc2ccc(Cl)c(Cl)c2)Oc2c(NC(=O)c3nc4ccccc4s3)cccc2C1=O	1.6	nt
C[C@@H]1CN([C@@H](C)CO)C(=O)c2cc(NC(=O)NC3CCCCC3)ccc2O[C@@H]1CN(C)C(=O)NC1CCCCC1	0.7	nt

A second format for some results above:
Order of results: IDH1 R132H inh | EZH2 inh
O=C(NCC[C@@H]1CC[C@H](NC(=O)c2ccc3c(c2)OCO3)[C@H](CO)O1)Nc1ccc(Cl)cc1
    0.2 | 3
O=C(CCSc1nc(-c2ccco2)cc(C(F)(F)F)n1)NCCc1ccccc1
    -0.8 | 12

Next entries:
SMILES	IDH1 R132H inh	EZH2 inh
CCOC(=O)[C@H](Cc1ccccc1)NC(=O)Cn1cc(COc2ccccc2/C=C(C)/C=C/C(=O)NO)nn1	0.0	-10
C[C@@H]1CCCCO[C@H](CN(C)S(=O)(=O)c2ccccc2)[C@@H](C)CN([C@H](C)CO)C(=O)c2cc(NC(=O)CCCN(C)C)ccc2O1	1.0	nt
COc1ccc(NC(=O)Nc2cccc3c2O[C@H](CN(C)S(=O)(=O)c2ccccc2)[C@H](C)CN([C@@H](C)CO)C3=O)cc1	0.7	nt
C[C@H](CO)N1C[C@H](C)[C@@H](CN(C)Cc2ccc(Oc3ccccc3)cc2)Oc2ccc(NC(=O)Cn3cnnn3)cc2CC1=O	0.6	-64
C[C@@H]1CCCCO[C@@H](CN(C)C)[C@@H](C)CN([C@@H](C)CO)C(=O)c2cc(NC(=O)Nc3cccc4ccccc34)ccc2O1	-4.9	-9
O=C(CSc1ncnc2sc3c(c12)CCCC3)Nc1ccc(F)c(Cl)c1	0.5	-9
COc1ccccc1-c1cnc2c(c1)C(=O)N([C@H](C)CO)C[C@@H](C)[C@H](CN(C)C(=O)c1ccncc1)O2	-0.2	nt
CC(C)NC(=O)Nc1cccc2c1O[C@H](CN(C)S(=O)(=O)c1ccc(F)cc1)[C@@H](C)CN([C@@H](C)CO)C2=O	nt	6
O=C(C[C@@H]1CC[C@H](NS(=O)(=O)c2ccc(F)cc2)[C@@H](CO)O1)NCCc1ccncc1	0.3	4
CC(C)NC(=O)Nc1cccc2c1O[C@H](CN(C)C(=O)Nc1ccccc1)[C@@H](C)CN([C@@H](C)CO)C2=O	2.5	10

Random excerpt: two records from the list, in no set order.
SMILES	IDH1 R132H inh	EZH2 inh
C[C@H](CO)N1C[C@H](C)[C@@H](CN(C)Cc2ccc(Oc3ccccc3)cc2)Oc2ccc(NC(=O)Cn3cnnn3)cc2CC1=O	0.6	-64
COc1ccc(NC(=O)Nc2cccc3c2O[C@H](CN(C)S(=O)(=O)c2ccccc2)[C@H](C)CN([C@@H](C)CO)C3=O)cc1	0.7	nt

The list continues:
SMILES	IDH1 R132H inh	EZH2 inh
C[C@@H]1CCCCO[C@H](CN(C)C(=O)CCC(F)(F)F)[C@@H](C)CN([C@H](C)CO)C(=O)c2cc(NC(=O)c3ccncc3)ccc2O1	3.6	nt
CCC(=O)N(C)C[C@H]1Oc2ncc(C#CC(C)C)cc2C(=O)N([C@@H](C)CO)C[C@@H]1C	0.0	-1
COc1ccccc1NC(=O)N(C)C[C@H]1Oc2ncc(Br)cc2C(=O)N([C@@H](C)CO)C[C@H]1C	-0.2	-7
COc1ccc(CN(C)C[C@H]2OCCCC[C@H](C)Oc3ccc(NC(=O)Nc4ccc(F)cc4)cc3C(=O)N([C@H](C)CO)C[C@@H]2C)cc1	1.0	nt
O=C(NCC[C@H]1CC[C@H](NC(=O)c2ccccc2F)[C@@H](CO)O1)c1cnccn1	0.4	6
C[C@@H]1CN([C@H](C)CO)C(=O)c2cc(NC(=O)Cc3ccccc3)ccc2O[C@@H](C)CCCCO[C@H]1CN(C)C(=O)Nc1ccc(F)cc1	4.7	nt
Cc1noc(C)c1S(=O)(=O)Nc1cccc2c1O[C@H](CN(C)C(=O)Nc1ccc(C(F)(F)F)cc1)[C@H](C)CN([C@H](C)CO)C2=O	-0.3	nt
COC(=O)c1ccccc1NC(=O)NC(C)c1cc(OC)ccc1OC (stereo not drawn)	0.7	10
O=C(C[C@H]1C[C@H]2c3cc(NS(=O)(=O)c4ccc(F)cc4)ccc3O[C@H]2[C@@H](CO)O1)N1CCOCC1	0.0	18
CC1(C)CC[C@]2(C(=O)OC3OC(CO)C(OC4OC(CO)C(O)C(O)C4O)C(O)C3O)CC[C@]3(C)C(=CCC4[C@@]5(C)CC[C@H](OC6OC(C(=O)O)C(O)C(O)C6O)C(CO)(CO)C5CC[C@]43C)[C@@H]2C1 (stereo partly drawn)	0.9	-2

Compound profiles (already shown). Screens in order: IDH1 R132H inh	EZH2 inh
Entry for COC(=O)c1ccccc1NC(=O)NC(C)c1cc(OC)ccc1OC (stereo not drawn) : 0.7	10
Entry for O=C(C[C@H]1C[C@H]2c3cc(NS(=O)(=O)c4ccc(F)cc4)ccc3O[C@H]2[C@@H](CO)O1)N1CCOCC1 : 0.0	18
Entry for CC1(C)CC[C@]2(C(=O)OC3OC(CO)C(OC4OC(CO)C(O)C(O)C4O)C(O)C3O)CC[C@]3(C)C(=CCC4[C@@]5(C)CC[C@H](OC6OC(C(=O)O)C(O)C(O)C6O)C(CO)(CO)C5CC[C@]43C)[C@@H]2C1 (stereo partly drawn) : 0.9	-2
Entry for C[C@@H]1CCCCO[C@H](CN(C)C(=O)CCC(F)(F)F)[C@@H](C)CN([C@H](C)CO)C(=O)c2cc(NC(=O)c3ccncc3)ccc2O1 : 3.6	nt
Entry for C[C@@H]1CN([C@H](C)CO)C(=O)c2cc(NC(=O)Cc3ccccc3)ccc2O[C@@H](C)CCCCO[C@H]1CN(C)C(=O)Nc1ccc(F)cc1 : 4.7	nt

Remaining list, next part.
SMILES	IDH1 R132H inh	EZH2 inh
CO[C@@H]1CN(C)C(=O)c2cc(NC(=O)C3CCC3)ccc2OC[C@H](C)N(Cc2nccs2)C[C@H]1C	0.5	4
C[C@@H]1CCCCO[C@H](CN(C)C(=O)C2CCCCC2)[C@@H](C)CN([C@@H](C)CO)C(=O)c2cc(NS(=O)(=O)c3cn(C)cn3)ccc2O1	-0.2	nt
C[C@H](CO)N1C[C@H](C)[C@H](CN(C)Cc2cccc3c2OCCCO3)OCc2cnnn2CCCC1=O	nt	3
CC1OC(OC2C(O)C(C)OC(OCC3OC(OC4C(C)OC(Oc5cc(O)c6c(=O)c(O)c(-c7ccc(O)c(O)c7)oc6c5)C(O)C4O)C(O)C(O)C3OC(=O)/C=C/c3ccc(O)cc3)C2O)C(O)C(O)C1O (stereo not drawn)	-1.9	19
CC(=O)N(C)C[C@@H]1Oc2ncc(C#Cc3cccnc3)cc2C(=O)N([C@H](C)CO)C[C@H]1C	0.3	-3
C/C=C/c1ccc2c(c1)O[C@H](CN(C)C(=O)Nc1ccc(F)cc1)[C@H](C)CN([C@@H](C)CO)S2(=O)=O	-0.6	nt
O=C(CN1C(=O)CSc2ccccc21)Nc1ccccc1C(=O)N1CCOCC1	2.1	3
C[C@H]1CN([C@@H](C)CO)C(=O)Cc2cc(NS(=O)(=O)c3cccs3)ccc2O[C@H]1CN(C)S(=O)(=O)c1ccc(Cl)cc1	2.9	nt
CCCN(C)C[C@H]1OCCCC[C@H](C)Oc2ccc(NC(=O)CCC(F)(F)F)cc2C(=O)N([C@H](C)CO)C[C@@H]1C	0.9	-8
Cc1ccc(S(=O)(=O)Nc2ccc3c(c2)C(=O)N([C@H](C)CO)C[C@H](C)[C@@H](CN(C)C(=O)c2ccccc2)OCCCC[C@@H](C)O3)cc1	-0.4	nt
C[C@H]1CN([C@@H](C)CO)C(=O)Cc2cc(NC(=O)C3CCCCC3)ccc2O[C@H]1CN(C)C(=O)Nc1ccc(F)cc1	4.1	4
COCC#Cc1ccc2c(c1)O[C@H](CN(C)S(=O)(=O)c1ccc(F)cc1)[C@@H](C)CN([C@@H](C)CO)S2(=O)=O	-0.1	nt
COc1ccc(F)cc1S(=O)(=O)Nc1ccncc1	1.1	-1
COCC#Cc1ccc2c(c1)O[C@@H](CN(C)CC1CCOCC1)[C@H](C)CN([C@@H](C)CO)S2(=O)=O	-2.1	-2
O=C(CSc1nccc(=O)[nH]1)Nc1cccc(Br)c1	0.1	-9
C[C@H]1CCCCO[C@@H](CN(C)Cc2ccccc2)[C@@H](C)CN([C@@H](C)CO)C(=O)c2cc(NC(=O)Nc3ccc(C(F)(F)F)cc3)ccc2O1	-0.2	nt
CNc1cc2ncnc(Nc3cccc(Br)c3)c2cc1N	1.5	nt
Cc1noc(C)c1S(=O)(=O)Nc1ccc2c(c1)C(=O)N([C@@H](C)CO)C[C@@H](C)[C@H](CN(C)C)O2	1.2	10
CO[C@@H]1CN(C)C(=O)c2cc(NC(=O)c3ccc4c(c3)OCO4)ccc2OC[C@@H](C)N(CC2CC2)C[C@H]1C	-0.1	-13
CNC[C@@H]1Oc2ccc(NC(=O)NC3CCCCC3)cc2C(=O)N([C@H](C)CO)C[C@@H]1C	0.5	9
C[C@@H]1CC[C@]2(C(=O)O)CC[C@]3(C)C(=CCC4[C@@]5(C)CC[C@H](O)[C@](C)(C(=O)O)C5CC[C@]43C)C2[C@]1(C)O (stereo partly drawn)	0.0	nt
O=C(C[C@H]1C=C[C@@H](NS(=O)(=O)c2ccccc2F)[C@@H](CO)O1)NCCCN1CCOCC1	0.4	9
O=C(N[C@@H]1CC[C@H](CCNC(=O)c2cnccn2)O[C@@H]1CO)c1ccc2c(c1)OCO2	0.0	-1
O=C(C[C@H]1C=C[C@H](NC(=O)c2cccnc2)[C@@H](CO)O1)NCCN1CCCCC1	0.1	0
CO[C@H]1CN(C)C(=O)c2cc(C#N)ccc2OC[C@@H]2O[C@H](CC[C@H]2OC)CCN(C)C(=O)[C@H]1C	-0.1	4
C[C@@H]1CN([C@@H](C)CO)C(=O)c2cc(NC(=O)Nc3cccc4ccccc34)ccc2O[C@@H](C)CCCCO[C@@H]1CN(C)Cc1ccc2c(c1)OCO2	-1.6	nt
CNC[C@@H]1OCCCC[C@H](C)Oc2ccc(NC(=O)Nc3ccc(F)cc3)cc2C(=O)N([C@H](C)CO)C[C@@H]1C	nt	-6
